FN deposition inh: inhibitors of fibronectin matrix deposition, primary screen, AH1F cells, Alexa488-fibronectin fluorescence, plate reader; AID 743247, 2014; AH1F fibroblasts, overnight; actives 0.086% (n = 350,000); inhibition, % at 12.6 µM;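 active = mean inhibition across replicates of 30% or more, regardless of how many single replicates reach that level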;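 also: positive control wells lacked labelled fibronectin entirely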
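Measured by – fluorescence 485/525 nm · System – AH1F fibroblast monolayer, labelled fibronectin deposition · Amount – 10000 cells per well · Buffer or medium – serum-reduced DMEM (2% serum) · Doses – single dose, pinned · Also added – fluorescent fibronectin at 24 nM final · Schedule – 1 h cell attachment, overnight exposure to compound and label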
E-sel inducer: E-selectin induction in HUVECs, primary screen, imaging, HUVEC, immunofluorescence imaging, single point | normalized: neutral wells 0, TNF-alpha wells 100 | activation, % at 7.58 µM | actives 0.37% (n = 260,000);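 active = mean E-selectin-positive cell signal at least 10% of the positive control, reached in at least 60% of replicates, without over 20% cell loss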;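 also: in these data hits start at about 27%; measured in HUVEC primary endothelial cells; signal is the percent of cells scored E-selectin positive by PE staining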
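System: HUVEC, human umbilical vein endothelial cells; quantity: 3,000 cells/well; buffer or medium: EGM-2 medium, gelatin-coated wells; dosing: single-point compound dose; detection: immunofluorescence imaging; evaluation: % PE-positive cells; benchmarks: TNF-alpha, DMSO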
RAD54 branch: inhibitors of human RAD54 branch migration, primary screen, biochemical, fluorescence, single point; inhibition, % at 10.4 µM; actives 0.14% (n = 360,000); RAD54 Holliday junction branch migration, FAM/BHQ fluorescence; DNA repair and recombination protein RAD54-like (Homo sapiens), Q92698;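 active = mean normalized replicate activity at least 40 and at least half of replicates scoring 40 or more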;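 also: 0% = median of neutral control wells and 100% = median of positive control wells; inhibitors cause a drop in the FAM fluorescence signal; in these data hits start at about 50%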
EWS-Fli inh: EWS/Fli-driven NR0B1 reporter inhibitors, primary screen, A673 cells, NR0B1 luciferase, luminescence, MLPCN library; viability-normalised; inhibition, % at 12.6 µM; actives 0.67% (n = 350,000); AID 651661, 2012;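 active = mean inhibition of at least 50% after viability correction, with every replicate also passing that limit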;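 also: firefly luciferase signal divided by Alamar Blue viability fluorescence both relative to DMSO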
esBAF inh: Bmi1 luciferase reporter increase in mESCs, primary screen, esBAF inhibitor project, mouse ES cells, Bmi1 luciferase knock-in, single point; reporter increase, % at 12.5 µM; 24 h; 100% = twice the neutral-well signal; actives 2% (n = 350,000); AID 602393, 2012; in the data active = activation above about 40%;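 also: 0% = median of the plate's neutral control wells and 100% = double that signal; a rise in the Bmi1 reporter signal indicates esBAF inhibition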
RAD52 anneal inh: RAD52 DNA annealing inhibitors, primary screen, biochemical, FRET, single point, set 2; inhibition, % at 18.7 µM; actives 0.46% (n = 360,000); recombinant RAD52 DNA annealing, FRET fluorescence; DNA repair protein RAD52 homolog (Homo sapiens), P43351; AID 651710, 2012;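 active = every replicate showing at least 50% inhibition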
Target sequence (P43351 whole entry, looked up): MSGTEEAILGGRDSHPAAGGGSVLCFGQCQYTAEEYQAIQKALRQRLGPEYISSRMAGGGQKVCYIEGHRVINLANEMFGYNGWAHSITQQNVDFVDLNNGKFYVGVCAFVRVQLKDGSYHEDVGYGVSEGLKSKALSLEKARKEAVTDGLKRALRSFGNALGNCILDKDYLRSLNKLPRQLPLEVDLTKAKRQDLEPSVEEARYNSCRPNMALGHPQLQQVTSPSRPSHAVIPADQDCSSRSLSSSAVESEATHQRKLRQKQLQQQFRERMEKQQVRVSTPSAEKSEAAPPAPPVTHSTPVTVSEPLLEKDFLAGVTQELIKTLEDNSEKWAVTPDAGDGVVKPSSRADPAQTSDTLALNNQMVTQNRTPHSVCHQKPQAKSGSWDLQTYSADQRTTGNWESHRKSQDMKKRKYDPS
S100A4 MyoIIA: inhibitors of S100A4-myosin IIA peptide binding, primary screen, biochemical, fluorescence polarization, TAMRA-MyoIIA peptide; Protein S100-A4 (Homo sapiens), P26447; inhibition, % at 10.7 µM; actives 0.14% (n = 360,000); AID 652163, 2013;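 active = mean inhibition of at least 70% across replicates, with every replicate also reaching that level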
Target sequence (P26447 whole entry, looked up): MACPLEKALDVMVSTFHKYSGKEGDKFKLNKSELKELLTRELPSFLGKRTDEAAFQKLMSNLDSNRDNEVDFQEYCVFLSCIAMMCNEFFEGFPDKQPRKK
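Material: human S100A4 monomer with TAMRA-labelled myosin IIA peptide; buffer or medium: HEPES pH 7.2 with CaCl2, KCl, NaCl, DTT, Triton; compound dosing: one concentration per compound; schedule: 5 min incubation before reading; benchmarks: neutral control DMSO, positive control TFP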
XiGFP reactiv: activators of inactive X chromosome reactivation, primary screen, imaging, XiGFP fibroblasts, GFP high-content imaging, set 2 | XiGFP mouse fibroblasts, % GFP-positive cells imaging, 3 d; cells co-treated with 5-aza-dC sensitizer; scaled so ellipticine positive control = 100% | activation, % at 7.58 µM | actives 0.055% (n = 360,000);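 active = mean normalized replicate activation at least 10% and every replicate at or above 10%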;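 also: 0% = median of on-plate neutral control wells and 100% = ellipticine 6 µM median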
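Material: XiGFP fibroblasts, SV40-immortalized. Buffer or medium: DMEM plus 5-aza-dC sensitizer. Compound: single concentration per compound, delivered by pin transfer. Times: 3 days compound exposure. Controls: ellipticine 6 µM.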
Starred values were filed as active, the others as inactive; . = not tested or not shown; & = joins results of further samples.

SMILES	FN deposition inh	E-sel inducer	RAD54 branch	EWS-Fli inh	esBAF inh	RAD52 anneal inh	S100A4 MyoIIA	XiGFP reactiv
Cc1csc(=O)n1CCC(=O)OCc1nnc(-c2ccc(Cl)cc2)o1	4	-0.1	4	-16	.	-9	-5	-0.1
COc1cc(CN2CC3(CCN(S(=O)(=O)c4cn(C)cn4)CC3)c3c(n(C)c4cc(OC)ccc34)[C@H]2CO)cc(OC)c1	3	0.0	.	-7	.	-99	-14	0.1
COc1ccc(/C=N/NC(=O)c2c(C)nc3ccc(Cl)cn23)cc1OC	7	0.5	-6	11	-1	-24	-9	0.2
O=C(CN1C2CCCC1CC(NC(=O)c1ccccc1)C2)Nc1nccs1 (configuration not stated)	-1	-3.1	6	.	-1	.	.	.
CCc1nc2ccc(C(=O)NCCCN3CCCC3=O)cn2c1N(CC)C(C)=O	5	8.1	-9	-1	2	-7	-3	-0.1
O=C(CSc1nc(O)c(Cc2ccccc2)c(=O)[nH]1)Nc1nc2c(s1)CCCC2	6	0.7	.	9	.	-23	-8	0.5
COc1cc(SC)ccc1C(=O)OCC(=O)NC1CCCCC1	.	1.4	-7	0	-5	8	3	0.0
C[C@H](NC(=O)c1ccccc1)C(=O)OCC(=O)Nc1ccc2c(c1)OCO2	-5	.	2	-5	6	-9	6	0.0
C[C@H](CO)N1C[C@H](C)[C@H](CN(C)S(=O)(=O)c2cccs2)Oc2ccc(NS(=O)(=O)c3cccs3)cc2CC1=O	.	-0.1	.	-11	0	.	.	-0.8
CC(CCc1ccccc1)NS(=O)(=O)c1ccc(Cl)c(C(=O)O)c1 (configuration not stated)	-13	.	-15	-1	2	-18	1	.
Oc1ccc(/C(Cc2ccc3ccccc3n2)=N\Nc2ccccc2)c(O)c1	.	.	.	-6	.	-9	-4	0.1
COc1cccc(C(=O)OCc2cc(=O)oc3c(C)c(C)ccc23)c1OC	-3	.	5	-8	5	-17	6	0.0
Cc1nc(S(=O)(=O)N(C)Cc2ccccc2)c(C#N)c(C)c1Cl	-3	.	8	.	.	-9	-2	.
CCOCCCNC(=O)CCN1C(=O)c2ccccc2Sc2ncccc21	3	0.8	5	-16	-1	2	1	0.1
CN(CCc1ccccc1)C(=O)c1ccc(NC(=O)Cc2ccc(NC(=O)C3CCN(C(=O)C4CCC4)CC3)cc2)cc1	-5	2.3	-11	-2	2	-13	-2	0.5
O=C(/C=C/c1ccccc1)OCCN=C1NS(=O)(=O)c2ccccc21	2	.	-12	.	-10	-9	-2	0.4
CC(C)C[C@H]1COc2cc(N3CCSCC3)ccc2S(=O)(=O)N1	-2	-0.4	.	-4	.	-15	4	0.0
CC(C)C#Cc1cnc2c(c1)C(=O)N([C@@H](C)CO)C[C@@H](C)[C@@H](CN(C)C(=O)CN1CCOCC1)O2	-8	-0.3	-3	-5	2	3	13	0.2
O=C(NCCN1CCOCC1)c1ccc2c(c1)N(Cc1ccccc1)CCS2	-1	.	-2	5	4	-7	1	0.2
CCN(C[C@@H]1N[C@@H](CO)[C@H]1c1ccc(C2=CCCC2)cc1)C(=O)c1ccncc1	.	9.0	2	-6	3	-4	6	0.0
Cc1ccccc1-c1nc(CS(=O)(=O)CC(=O)NCCc2ccccc2)c(C)o1	18	.	.	-1	.	-6	-2	0.5
CCOC(=O)C1CCN(S(=O)(=O)c2ccc(Cl)s2)CC1	-1	-0.2	-3	2	4	-13	-8	0.3
Cc1cccc(NC(=O)CN(C)C(=O)C2CCCC2)c1C	3	0.0	-7	-4	3	-4	0	0.2
CC(=O)Nc1ccc(C(=O)N/N=C/c2ccccc2OCc2ccccc2)cc1	4	.	5	3	7	-23	1	0.7
CC1(C(=O)NS(=O)(=O)c2ccccc2Cl)CCN1C(=O)CCC1CCCC1 (configuration not stated)	3	0.6	-9	15	-8	-2	0	0.0
Cn1c(NC(=O)c2ccccc2)cc(=O)n(C)c1=O	-1	0.7	7	-2	-9	-7	13	0.0
C[C@@H]1CN([C@H](C)CO)C(=O)Cc2cc(NC(=O)Cn3cnnn3)ccc2O[C@@H]1CN(C)Cc1ccc(Cl)c(Cl)c1	-3&-7	0.2&-0.2	-3&-5	-6&-4	3&0	12&-38	-38&-5	0.4&0.0
C[C@H]1CN([C@@H](C)CO)C(=O)Cc2cc(NS(=O)(=O)c3cccs3)ccc2O[C@H]1CN(C)Cc1ccc(Cl)c(Cl)c1	.	0.0	2	23	7	6	-15	0.1
CC(NC(=O)C1CCN(S(=O)(=O)c2ccc3c(c2)NC(=O)CO3)CC1)c1ccccc1 (configuration not stated)	0	.	7	0	-7	-3	0	0.0
COc1cccc(C(=O)NCC(=O)OCC(=O)Nc2ncc(Cl)cc2Cl)c1	-6	.	.	3	.	-29	0	0.0
CO[C@@H]1CN(C)C(=O)c2cc(NS(=O)(=O)CC(F)(F)F)ccc2OC[C@H](C)N(C(=O)c2ccc3c(c2)OCO3)C[C@@H]1C	10	0.0	-5	-12	3	-8	-2	0.4
COc1cccc(CNC(=O)c2cc3c(c(-c4cccc(-c5cccc(C#N)c5)c4)n2)[C@@H](CCO)N([S@](=O)C(C)(C)C)C3)c1	12	.	-13	11	3	30	-17	0.1
Cc1cc(C)c2oc(C(=O)N(Cc3cccs3)C3CCS(=O)(=O)C3)cc(=O)c2c1 (configuration not stated)	-5	1.9	.	-7	.	0	-1	0.1
C[C@H]1CN([C@@H](C)CO)C(=O)Cc2cc(NC(=O)Nc3ccc(F)cc3)ccc2O[C@@H]1CN(C)S(=O)(=O)c1cn(C)cn1	.	-16	.	-10	1	.	.	-0.1
Cc1cc(C)c(S(=O)(=O)c2ccc(Cl)cc2)c(Cl)n1	-1	.	.	4	.	-9	-1	0.0
CCC(CC)c1nnc(NC(=O)c2ccc(S(=O)(=O)N3CCc4ccccc4C3)cc2)s1	6	8.6	-6	10	.	-5	5	0.0
O=C(Nc1ccccc1C(=O)N1CCOCC1)c1ccc(CSc2ccccc2)cc1	-5	.	.	12	.	-6	3	0.1
COCC(=O)N[C@@H]1CC[C@H](CC(=O)NCc2ccc(Cl)cc2)O[C@H]1CO	-7	-0.1	-4	-3	-1	3	-19	-0.5
C[C@@H]1CN([C@@H](C)CO)C(=O)c2cc(-c3ccc(C#N)cc3)cnc2O[C@@H]1CN(C)Cc1ccccn1	-7	-0.8	6	-5	0	.	.	-1.0
CC(OC(=O)CC(C)c1ccccc1)C(=O)Nc1ccc(Cl)cn1 (configuration not stated)	0	.	-2	-1	-4	-11	1	0.6

Some values from the results shown:
Reading of `Cc1cc(C)c2oc(C(=O)N(Cc3cccs3)C3CCS(=O)(=O)C3)cc(=O)c2c1` (configuration not stated) under EWS-Fli inh: -7
Reading of `C[C@H]1CN([C@@H](C)CO)C(=O)Cc2cc(NS(=O)(=O)c3cccs3)ccc2O[C@H]1CN(C)Cc1ccc(Cl)c(Cl)c1` under esBAF inh: 7

(listing goes on)
SMILES	FN deposition inh	E-sel inducer	RAD54 branch	EWS-Fli inh	esBAF inh	RAD52 anneal inh	S100A4 MyoIIA	XiGFP reactiv
O=C(NCCO)C(=O)NCC1OCCCN1S(=O)(=O)c1ccc2c(c1)OCCO2 (configuration not stated)	6	.	-7	.	-9	-6	0	0.1
C[C@H]1CN([C@@H](C)CO)C(=O)Cc2cc(NC(=O)CCCN(C)C)ccc2O[C@@H]1CN(C)Cc1ccc(Oc2ccccc2)cc1	.	.	20	-5	-6	52*	-5	-1.2
Cc1ccc(NC(=O)c2cc(NC(=O)/C=C\C(=O)O)ccc2N2CCCCC2)cc1	6	.	-1	5	.	-1	-27	0.1
COc1ccc(N2C(=O)CC(NCC#N)C2=O)cc1 (configuration not stated)	1	.	-1	1	-6	0	-1	0.0
CC(C)NC(=O)/C=C/C(=O)O	1	.	.	-3	.	-10	1	0.4
COCC(=O)Nc1ccc2c(c1)[C@@H]1C[C@H](CC(=O)NCc3ccc(-c4ccccc4)cc3)O[C@@H](CO)[C@@H]1O2	.	-0.1	-15	8	-2	0	2	0.0
C[C@@H]1CN([C@@H](C)CO)S(=O)(=O)c2ccc(C3=CCCC3)cc2O[C@H]1CN(C)Cc1cccc(C(=O)O)c1	.	-0.2	-4	-3	0	9	14	-0.8
Cc1ccnc(NC(=O)c2cccc(S(=O)(=O)N3CCOCC3)c2)c1	5	-0.3	0	-69	50*	4	0	0.0
CCOc1ccc(/C=N/NC(=S)NC2CC3C=CC2C3)cc1 (configuration not stated)	-9	.	-3	11	-2	-11	-1	0.0
CN(C)C(=O)c1ccc(-c2ccc3c(c2)[C@@H]2[C@@H](CCN2C(=O)c2ccc4c(c2)OCO4)[C@@H](CO)N3)cc1	-10	-0.7	-3	9	4	.	.	-0.1
COC(=O)c1ccc(-c2noc(CN(C)Cc3ccncc3C)n2)cc1	-1	.	-3	6	-7	-21	-5	0.1
C[C@@H]1CN([C@@H](C)CO)C(=O)c2cc(NS(=O)(=O)c3ccc(F)cc3)ccc2O[C@@H](C)CCCCO[C@@H]1CN(C)Cc1ccncc1	-10	0.0	7	7	4	-5	11	0.1
CCN1C(=O)NC(c2ccccc2)(c2ccccc2)C1=O	0	.	.	1	.	-1	1	0.0
C[C@H]1CN([C@@H](C)CO)C(=O)c2cc(C3=CCCCC3)cnc2O[C@H]1CN(C)C(=O)Cc1cccnc1	0	-0.2	2	-3	1	-2	23	-1.2
CCOC(=O)c1c(C)[nH]c(C)c1C(=O)COC(=O)[C@@H](NC(=O)c1ccco1)C(C)C	7	-0.2	-9	9	-3	-47	0	0.1
O=C1OC[C@@H](c2ccccc2)n2cc(/C=C/c3ccccc3)cc21	.	.	-2	7	.	4	49	.
COc1ccc(CN(Cc2ccc(C(=O)O)cc2)C(=S)Nc2ccccc2F)cc1OC	-4	0.2	0	-10	-7	-11	-1	0.8
O=C(C1CCCCC1)N1CC2(C1)[C@H](c1ccccc1)[C@@H](CO)N2Cc1ccc(Cl)cc1	11	-0.1	.	-2	.	4	0	0.0
COc1ccccc1NC(=O)N1CC[C@@H]2[C@H]1c1cc(-c3cccc(F)c3)ccc1N(C)[C@H]2CO	-1	-0.3	-7	6	-2	2	6	0.1
O=C(Nc1nccs1)[C@H]1[C@H](CO)[C@H]2Cn3c(cccc3=O)[C@@H]1N2C(=O)C1CCCCC1	.	-0.3	.	-6	.	-15	1	0.0
Cc1ccc(S(=O)(=O)NC(=O)c2ccccc2)cc1C(C)C	8	.	.	0	3	-17	-3	0.0
COc1ccc(/C=C2\SC(=S)N(CCC(=O)N3CCOCC3)C2=O)cc1	4	-0.1	2	-3	0	-11	-6	-0.1
